KDM5B inh = KDM5B demethylase inhibition | Q9UGL1 | KDM5B demethylase, FDH-coupled NADH fluorescence (FDH is formaldehyde dehydrogenase) | Potency, µM (series often up to 57.7 µM), for the others: top-dose activity change, negative = inhibition, hits mostly inhibitors | actives 2.6% (n = 220,000) | AID 1347165; active = well fitted inhibition curve with a large enough effect; inconclusive = small, poorly fitted or top-dose-only effect; inactive = no such curve, though single readings can be large or run the other way; also: 0% is about no effect; nearly all actives have a fitted effect of over 70% in size
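Here, H3K4me3 peptide (12.5 µM in substrate mix) is demethylated by KDM5BΔAP, 200 nM final, after 10 min compound exposure. Formaldehyde product is coupled through FDH (0.25 U/mL in mix) to NADH fluorescence; 30-min ΔRFU feeds dose-response curves.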
Active calls of the source: *; ? = inconclusive; & = joins results of further samples; [ ] = another dose, or the depositor's remark. Potency is read from the fitted curve at half-maximal effect. Only part of the results is shown. The share of hits here may be higher or lower than overall.

KDM5B inh	Structure
-24%	CCC1CN(C(=O)N2CCC(C(=O)NCCc3ccc(OC)c(OC)c3)CC2)c2ccccc2O1 (stereo unspecified)
-8%	CCC1C(=O)Nc2ccccc2N1C(=O)COc1ccccc1 (stereo unspecified)
?	CSc1cccc(NC(=O)Cn2ccn3nc(-c4ccccc4)c(CO)c3c2=O)c1
2%	C/C(=N\NC(=S)Nc1ccccc1C)c1cc2ccccc2o1
17%	Cn1c(SCc2ccccn2)nc2c1c(=O)[nH]c(=O)n2C
0%	O=C(CSc1ccc2c(c1)OCCO2)NC(c1ccccc1)c1cccs1 (stereo unspecified)
?	COc1ccc(S(=O)(=O)c2cc3ccc(OC)cc3oc2=O)cc1
13%	Cn1c(=O)c2nc(SCc3ccc(Cl)cc3Cl)n(C)c2n(C)c1=O
9%	Cn1c(=O)c2c(ncn2Cc2ccc(Cl)cc2Cl)n(C)c1=O
-2%	CC(C)c1noc([C@@H]2C[C@H]3C(=O)NCCCCCCN(C(=O)CC4CCCCC4)[C@H]3C2)n1
-2%	O=S1(=O)C=CC2ON=C(c3c(Cl)cccc3Cl)C21 (stereo unspecified)
5%	CC(CNC(=O)c1ccco1)c1ccccc1 (stereo unspecified)
10%	O=C(NCc1ccc(OC(F)(F)F)cc1)N1CCc2sccc2C1
14%[86.2 µM]	CC(C)(C)CC(=O)N[C@H]1C[C@H]2C(=O)Nc3ccc(-c4ccsc4)cc3C(=O)N2C1
-16%	CCCCCN1CCN(c2nc3c(c(=O)[nH]c(=O)n3C)n2Cc2ccccc2F)CC1
13%	Cn1c(=O)c2c(nc(NCCCO)n2Cc2cccc(Cl)c2)n(C)c1=O
-4%	O=C(NC1CC(=O)N(c2cccc(F)c2)C1)c1ccc2c(c1)OCO2 (stereo unspecified)
14%	CCc1noc(-c2cn(C3CCN(C(=O)c4ccc(OC)c(F)c4)CC3)nn2)n1
7%	Cc1cccc(NC(=O)CSc2nc(=O)n(Cc3ccco3)c3c2CCC3)c1C
16%	CCc1[nH]nc(-c2nc(C3CC3)nn2-c2ccc(S(N)(=O)=O)cc2)c1C
?	Cc1noc(C)c1[S+](=O)([O-])N1CCn2c(nn(-c3ccc(F)cc3F)c2=O)C1
-25%	Cc1nc2nc(NC(=O)C(C)C)[nH]n2c(=O)c1Cc1ccccc1
?	COc1ccc(Cc2nc3ccc(C(=O)NCCc4ccc(OC)c(OC)c4)cc3o2)cc1
-11%	CC(=O)Nc1ccc(S(=O)(=O)NCCS(=O)(=O)N2CCN(c3ccccc3F)CC2)cc1

Exported with bars between the fields: 7 of the compounds above
molecule | KDM5B inh
CCc1noc(-c2cn(C3CCN(C(=O)c4ccc(OC)c(F)c4)CC3)nn2)n1 | 14%
Cc1cccc(NC(=O)CSc2nc(=O)n(Cc3ccco3)c3c2CCC3)c1C | 7%
CCc1[nH]nc(-c2nc(C3CC3)nn2-c2ccc(S(N)(=O)=O)cc2)c1C | 16%
Cc1noc(C)c1[S+](=O)([O-])N1CCn2c(nn(-c3ccc(F)cc3F)c2=O)C1 | ?
Cc1nc2nc(NC(=O)C(C)C)[nH]n2c(=O)c1Cc1ccccc1 | -25%
COc1ccc(Cc2nc3ccc(C(=O)NCCc4ccc(OC)c(OC)c4)cc3o2)cc1 | ?
CC(=O)Nc1ccc(S(=O)(=O)NCCS(=O)(=O)N2CCN(c3ccccc3F)CC2)cc1 | -11%

Further records:
KDM5B inh	Structure
-15%	CCc1ccc(C(=O)c2cn(CC(=O)Nc3cccc(OC)c3)c3ccc(OC)cc3c2=O)cc1
6%	COc1ccc(CN(C)C(=O)CCn2ccc3ccccc32)c(OC)c1
8%[86.2 µM]	N#Cc1cccc(NC(=O)N[C@H]2[C@H](O)[C@@H](Oc3ccccc3)[C@@H]3OC[C@H]2O3)c1
?	CN(C)C[C@@H]1CN(C)C[C@H]1NS(=O)(=O)c1ccc(Br)cc1
-33%	Cc1c(C(=O)O)sc2ncnc(N3CCNC(C(=O)O)C3)c12 (stereo unspecified)
-3%	Cc1csc(CN(C)C(=O)CC(c2ccccc2)c2ccc3c(c2)OCO3)n1 (stereo unspecified)
-24%	Cc1cc(/C=C/C(=O)c2ccc(O)cc2)cc(C)c1O
9%	O=C(Nc1ccccc1Cl)c1nc2ccccc2nc1N1CCOCC1
-16%&-21%	CCOc1ccc(/C=C/c2nc(C#N)c(Nc3ccc(OCC)cc3)o2)cc1
?	COc1ccc(NC(=O)C(c2ccc(C)cc2)N(C)C(=O)/C=C\c2ccc3c(c2)OCO3)cc1 (stereo unspecified)
13%	CCC(C)NS(=O)(=O)c1c(C)cc(N2C(=O)CCS2(=O)=O)cc1C (stereo unspecified)
-18%	Cc1c(-c2nc(-c3ccccc3F)no2)nnn1-c1ccccc1Cl
-5%	O=C(Nc1nc2ccccc2n1CCOc1ccccc1)c1ccco1
?	Cc1ccc(Cl)cc1N1C(=O)N(CC(=O)N2CCCCCC2)c2ccccc2S1(=O)=O
?	CN(C)CC(O)c1cc2n(n1)CCCN(C(=O)c1cccc(N(C)C)c1)C2 (stereo unspecified)
-9%	CCSc1ncnc2c1sc1nc(-c3ccco3)c3c(c12)CC(C)(C)OC3
?	Cc1cccc(N2CCN(C(C(=O)O)c3cn(C)c4cc(C(=O)O)ccc34)CC2)c1C (stereo unspecified)
77%[activator]	CCOc1cc(/C=C(\C#N)c2nc3ccccc3[nH]2)ccc1OC(C)CC (stereo unspecified)
2%[86.2 µM]	COc1cccc(-c2nnnn2[C@H]2CO[C@H]3[C@@H]2OC[C@@H]3NC(=O)C2CCCCC2)c1
-13%	CCN1C(=O)C2CC3(CCN(C(=O)c4cnc(C)cn4)CC3)CN2C1=O (stereo unspecified)
?	CCc1ccc2oc(-c3ccc(C)c(N)c3)nc2c1
-6%	N#Cc1ccccc1-c1ccc(CN2CCCC2)cc1
-25%	CCOCCn1c(=O)n(CCCN(C)C)c2cc(C(=O)O)cnc21
-16%	CCOC(=O)N1CCN(C(=O)CN(c2ccccc2F)S(=O)(=O)c2ccc(C)cc2)CC1
?	CC(C)C(=O)c1cc2c(cc1NC(=O)c1ccccc1F)OCCO2
17%	COc1ccc(C(=O)Oc2ccc(C(C)C)cc2)cc1Cl
?	O=C(NC1CCN(c2cc(-c3ccc(Cl)cc3)[nH]n2)CC1)c1ccc2[nH]ccc2c1
12%	CCn1nc(C(=O)Nc2ccc(OCC(=O)N(C)C)cc2)c2ccccc2c1=O
-22%	O=C(Cc1ccc(Cl)cc1)NNC(=S)NC(=O)c1cccs1
-11%	Cc1ccc(CCN2C(=O)CCC2(C)C(=O)NCc2ccccc2)cc1 (stereo unspecified)
-21%	Cc1ccc(C(=O)Nc2ccc(N(C)C)cc2)cc1C
?	O=C(Nc1ccc2oc(-c3cccnc3)nc2c1)c1ccc(-c2cccc(OC(F)(F)F)c2)o1
-1%	CC(C)NC(=O)Nc1ccc(CN)cc1
0%	COCCn1c(Cc2ccccc2)nnc1SCc1cc2ccccc2nc1Cl
7%	CC(C)NC(=O)CCn1cnc2sc3c(c2c1=O)CCCC3
?	CSc1ccc(NC(=O)c2ccc3c(c2)N(C)C2CCCCCN2C3=O)cc1 (stereo unspecified)
16%	CC(=O)c1cccc(Nc2nc3ccccc3nc2NS(=O)(=O)c2ccccc2)c1
-24%	CSc1ncc(Cl)c(C(=O)N(Cc2ccc(N(C)C)cc2)Cc2ccco2)n1
-5%	COc1ccc(C(=O)N2CCC3(CC2)NC(=O)N(c2cccc(F)c2)N3)cc1OC
10%	CCC(O)c1cc2n(n1)CCN(C(=O)CCn1cnc3ccccc3c1=O)C2 (stereo unspecified)
-8%	CCCCCCC#CC#Cc1cccc(C(=O)O)c1
3%	Cc1ccc(C(=O)N2CCCCCCNC(=O)[C@@H]3CCCC[C@@H]32)s1
16%	Cc1cccc(Oc2coc3cc(OCC(=O)OCCC(C)C)ccc3c2=O)c1
-7%	O=S(=O)(c1ccc(-c2cc(C(F)(F)F)on2)s1)N1CCN(c2ccccc2)CC1
-30%	CCCc1noc(-c2cccn3c(CNC(=O)c4ccc5cc[nH]c5c4)nnc23)n1
11%	CC(NC(=O)c1ccco1)C(=O)N1CCC(c2c[nH]c3ccccc23)CC1 (stereo unspecified)
-10%	COc1ccc(-n2nc(C(=O)N(C)c3cc(Cl)ccc3OC)c3c4ccccc4n(C)c3c2=O)cc1
7%	Cc1nn2c(NCCOCCO)c3c(nc2c1-c1ccccc1)CCC3

Reprinted from the part before: six compounds, followed by the next part.
KDM5B inh	Structure
16%	Cc1cccc(Oc2coc3cc(OCC(=O)OCCC(C)C)ccc3c2=O)c1
-7%	O=S(=O)(c1ccc(-c2cc(C(F)(F)F)on2)s1)N1CCN(c2ccccc2)CC1
-30%	CCCc1noc(-c2cccn3c(CNC(=O)c4ccc5cc[nH]c5c4)nnc23)n1
11%	CC(NC(=O)c1ccco1)C(=O)N1CCC(c2c[nH]c3ccccc23)CC1 (stereo unspecified)
-10%	COc1ccc(-n2nc(C(=O)N(C)c3cc(Cl)ccc3OC)c3c4ccccc4n(C)c3c2=O)cc1
7%	Cc1nn2c(NCCOCCO)c3c(nc2c1-c1ccccc1)CCC3
?	COc1ccc(C)nc1-c1cnc2ccccc2c1
-2%	Cc1ccc2oc(C(=O)Nc3cccc4cccnc34)c(C)c2c1
17%	CSCC[C@H](NC(=O)Cc1ccc(N2CCCC2=O)cc1)c1nc2ccccc2[nH]1
-18%	CN(C)c1ccc(C(CNS(=O)(=O)c2ccc(F)cc2F)N2CCOCC2)cc1 (stereo unspecified)
?	Cc1ccc(S(=O)(=O)Nc2nc3ccccc3nc2NCC2CCCO2)cc1 (stereo unspecified)
?	COc1ccc(O)cc1CN1CCC2(CCNCC2)C1
-12%	CNS(=O)(=O)c1ccc(NC(=O)c2cc(-c3ccncc3)nc3ccc(Cl)cc23)cc1
-17%	CCc1ccc(CNC(=O)c2cc(SC)ccc2C)s1
-2%	Cc1ccc(C)c(CN2C(=O)c3ccccc3S(=O)(=O)c3ccc(C(=O)N(C)C4CCCCC4)cc32)c1
13%	COc1ccc(/C(C)=N/NC(=O)CNC(=O)c2ccncc2)cc1
?	CC(C)c1noc([C@@H]2C[C@@H](O)CN2Cc2ccc(CO)o2)n1
1%	C=CCn1cnc2c(nnn2Cc2ccc(F)cc2)c1=O
-1%	O=C(NC1CCCC1)c1cc2cc([N+](=O)[O-])ccc2oc1=O
-8%	CCc1ccc(-c2nn(-c3ccc(OC)cc3)c3c2cnc2ccc(OC)cc23)cc1
8%	CC(C)COCCCN
23%[115 µM]	O=C(c1ccncc1)N1CC2CCC(C1)N2Cc1cccc(-c2cccs2)c1
-30%	COc1ccc(N2Cc3c(NCCc4ccccc4F)ncnc3N(C)CC2=O)cc1
17%	COc1cccc(-n2cnc3sc4c(c3c2=O)CCC4)c1
179%[activator][86.2 µM]	COCc1cc(C[C@@H]2CC[C@H](O)[C@@H](CNC(C)C)O2)no1
-19%	Cc1ccc(C)c(NC(=O)CCNC(=O)C2CCCC2)c1
?	Cc1cc(C)c(NC(=O)CN(C)C(=O)c2cc3ccccc3oc2=O)c(C)c1
-4%	Cc1ccc(OCn2ccc(C(=O)N3CCN(Cc4ccccc4F)CC3)n2)c(C)c1
-9%	COC[C@]1(O)CCN(C(=O)c2sc(OC)nc2C)CC1(C)C
8%	COc1ccc(CN2CCC3(CC2)COc2ccccc2CN3)cc1

Of the compounds above, these have a cyano group:
KDM5B inh	Structure
8%[86.2 µM]	N#Cc1cccc(NC(=O)N[C@H]2[C@H](O)[C@@H](Oc3ccccc3)[C@@H]3OC[C@H]2O3)c1
-16%&-21%	CCOc1ccc(/C=C/c2nc(C#N)c(Nc3ccc(OCC)cc3)o2)cc1
77%[activator]	CCOc1cc(/C=C(\C#N)c2nc3ccccc3[nH]2)ccc1OC(C)CC (stereo unspecified)
-6%	N#Cc1ccccc1-c1ccc(CN2CCCC2)cc1

The listing continues.
KDM5B inh	Structure
-7%	CC(C)CN(CC(C)C)c1nnc(NC(=O)Nc2cccc(C(F)(F)F)c2)s1
-13%	CCCOc1cccc(C(=O)N2CCN(C(=O)C3CCCO3)CC2)c1 (stereo unspecified)
?	COc1cccc(CN2CCc3c(cc(C(=O)Nc4cc(C)ccc4OC)n3C)C2)c1
-1%	CCC(O)c1cc2n(n1)CCN(C(=O)c1cnn(-c3ccccn3)c1C)C2 (stereo unspecified)
27%	CN(C(=O)CC(c1ccccc1)c1ccc(Cl)cc1)C1CCOCC1 (stereo unspecified)
3%	COCc1ccc2c(c1)c(OC(C)(C)C(=O)NCc1cnccn1)nn2Cc1cccnc1
13%	Cc1cc(C(=O)Nc2ccccc2)c2ccccc2n1
?	CC(C)(C)C(=O)NC1CCCc2c1[nH]c1ccc(F)cc21 (stereo unspecified)
-10%[115 µM]	O=C(Nc1ccccc1F)N1CC2CCC(C1)N2Cc1ccc(-c2ccccc2)cc1
-16%	O=[N+]([O-])/C(=C(\Sc1ccc(Cl)cc1)c1ccccc1)c1ccccc1
?	O=C1NCC(=O)N2CCN(Cc3ccccc3-c3ccccc3)CC12 (stereo unspecified)
-15%	NS(=O)(=O)c1ccc(N/N=C/c2ccc(Br)cc2)c([N+](=O)[O-])c1
-22%	CCc1cccc(C)c1NC(=O)Cn1cc2c(n1)CCCC2
29%	COc1cc(C(=O)OCC(=O)Nc2ccc(C)cc2)cc(OC)c1OC
-5%	Clc1ccc(Cl)c(-c2nn3c(CN4CCCCC4)nnc3s2)c1
?	Cc1nc(Cn2ccnc2-c2cn(C3CCNCC3)nn2)cs1
-4%	Cc1ccc(NC2CCCN(C(=O)CCCN3CCCCC3=O)C2)cc1C (stereo unspecified)
?	CCOc1ccc(CCNC(=O)C2CCCN(c3nnc(C)c4c(C)n(-c5ccccc5)nc34)C2)cc1 (stereo unspecified)
13%	Cn1c(Cl)nc2c1c(=O)n(Cc1cccc(Cl)c1)c(=O)n2C
